Screening results (PubChem BioAssay)
Insulin prom up: MIN6 insulin promoter up-regulation; actives 0.3% (n = 190,000); MIN6 insulin promoter-GFP reporter, high-content imaging; stronger effect = higher value; z-score at 5 µM;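 active means z-score above 3 at 5 µM with at least 500 cells counted in the well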
MT stabilize HCS: stabilizes microtubules in HeLa cells; HeLa tubulin immunostaining HCS, 24 h; share of cells brighter than vehicle mean+2SD; % tubulin-high responders, % at 10 µM; actives 0.83% (n = 200,000); AID 2205;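 active means plate Z-score above 3 for both tubulin-high and condensed-nucleus cell shares, with cell loss under 80%, at 10 µM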;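 further: anti alpha tubulin signal scored within the nucleus-defined area of each cell; some results filed as inactive read as strong as hits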
Yfh1-depleted yeast: enhancers of respiration in Yfh1-depleted yeast, dose response, Friedreich's ataxia, plus single-dose screen (AID 1465); S. cerevisiae Yfh1-off respiration, WST-1 reduction, 72 h; higher fold induction means a stronger effect; fold induction at 50 µM; hits with a dose series show EC50 in µM; actives 0.074% (n = 220,000);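 active means fold induction of absorbance versus untreated yeast above a set limit, then at least 30% activation at any dose in follow-up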;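 further: activators that raise dye reduction in frataxin-depleted yeast; strong numbers were not always called active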
CSM14.1 death rescue: rescue of cells from ER stress-induced death, primary screen, 384-well, CSM14.1, thapsigargin, ATP luminescence (AID 1222); CSM14.1 thapsigargin-induced death rescue, ATP luminescence; higher % means a stronger effect; cellular ATP content (survival), % at 20 µM; hits with a dose series show EC50 in µM; 190,000 tested, under 10 active;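 active means EC50 below 50 µM in the dose-response confirmation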;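 further: death triggered by thapsigargin at about 15 µM added after 2 h compound pretreatment; cell ATP read after overnight thapsigargin exposure of roughly 18 to 22 hours; normalized against plate controls of thapsigargin alone and 5% DMSO vehicle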
Dynein transport: dynein cargo transport inhibition. 3617.4 mouse cells, GR-EGFP nuclear translocation imaging; test concentration mostly 20 µM; stimulated with dexamethasone, 1 µM; stronger effect = lower value. z-score, hits read low. actives 0.47% (n = 220,000). AID 1381;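 active means plate z-score of nuclear minus cytoplasmic receptor signal below a set negative limit, without overly bright fluorescence or cell loss, cut at about -3.5 in these data, passing the limit was not always enough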;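 further: z-score of nuclear minus cytoplasmic ring GR-EGFP intensity difference per well; some compounds called inactive have numbers as strong as hits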
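medium = tetracycline-free induction medium containing charcoal-stripped FBS | also added = 1.0 µM final dexamethasone stimulus | schedule = 48 h induction, 1 h compound, 30 min dex at 37 °C | technique = fixed, Hoechst-stained cells imaged at 10x for EGFP | measure = GR-EGFP nuclear translocation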
P. falciparum M17LAP: P. falciparum M17LAP inhibitors, primary screen, biochemical, fluorogenic H-Leu-NHMec substrate, 1536-well (AID 1619) | actives 0.38% (n = 220,000) | inhibition, % at 30 µM, or IC50 in µM where a hit was titrated | recombinant M17LAP, H-Leu-NHMec fluorogenic kinetic assay; higher % means a stronger effect;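 active means compound inhibiting the enzyme by more than half at any dose during confirmatory dose-response retesting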;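 further: plate controls were full reaction with DMSO carrier for no effect and no enzyme background for full effect; strong numbers were not always called active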
P. falciparum M1AAP: P. falciparum M1AAP inhibitors, biochemical, fluorogenic H-Leu-NHMec substrate, 1536-well (AID 1445); recombinant M1AAP, H-Leu-NHMec fluorogenic kinetic assay; higher % means a stronger effect; one-dose inhibition, % at 30 µM; IC50 in µM for titrated hits; actives 0.42% (n = 220,000);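 active means primary inhibition above the hit cutoff, then over 50% inhibition at one or more dose response concentrations, cut at about 23% in these data, passing the limit was not always enough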;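 further: plate controls were DMSO full reaction for no effect and no enzyme background for full effect; strong numbers were not always called active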
Hep lipid drop: modulators of hepatic lipid droplet formation. AML12 mouse hepatocytes, oleate lipid droplets, BODIPY imaging. inhibition, % at 6.5 µM. actives 0.4% (n = 240,000). AID 1656;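 active means lipid droplet intensity inhibited by at least 50%, with more than 500 cells counted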
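Material – mouse AML12 hepatocyte cell line, fixed after treatment · Compound dosing – one dose, 6.5 µM compound · Times – compound with oleate, overnight · Measured by – Image-based BODIPY and DAPI two-channel analysis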
Autophagy HCS: alters autophagy in cells. MEF GFP-LC3 puncta imaging; test concentration mostly 10 µM. calls only at 10 µM (by protocol). actives 0.98% (n = 190,000). AID 463193;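 active means percentage of spot-positive cells more than 3 SD above its plate mean, without a fluorescence outlier flag or 80% toxicity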;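 further: spot-positive cell cutoff set from DMSO-treated cells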
Dynein transport cytoplasmic EGFP: second read-out of Dynein transport, no call of its own (marks repeat the call); z-score; measured here: cytoplasmic GR-EGFP intensity; stronger effect = higher value
Dynein transport nuclear GR-EGFP: second read-out of Dynein transport, no call of its own (marks repeat the call); z-score; measured here: nuclear GR-EGFP intensity;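 lower value marks the stronger effect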
Dynein transport cell count: recorded beside Dynein transport, whose call it bears; z-score; measured here: cell count per field
Insulin prom up cell count: recorded beside Insulin prom up, whose call it bears; cell count; measured here: cytotoxicity, nuclei count;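 total cells summed across four imaged fields per well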
Hep lipid drop cells 6.5 µM: also measured in Hep lipid drop; calls as there; cell count; measured here: cell count, cytotoxicity flag;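 cells counted across two imaged fields per well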
MT stabilize HCS Hoechst-high %: further read-out of MT stabilize HCS, marked with its call; % Hoechst-high responders; measured here: nuclear condensation Hoechst responders;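 share of cells brighter than vehicle mean plus two SD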
MT stabilize HCS cytotoxicity %: further read-out of MT stabilize HCS, marked with its call; toxicity, %; measured here: cytotoxicity by cell density;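 0% = mean cell density of plate MIN control wells and 100% = no cells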
Autophagy HCS cell loss 18 h: also measured in Autophagy HCS; calls as there; toxicity, %; measured here: cell loss, nuclei count;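 cell loss after 18 h compound exposure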
The depositor's hits bear a star; i = inactive; · = not tested or not shown.

Compound	Insulin prom up	Insulin prom up cell count	MT stabilize HCS	MT stabilize HCS Hoechst-high %	MT stabilize HCS cytotoxicity %	Yfh1-depleted yeast	CSM14.1 death rescue	Dynein transport	Dynein transport cytoplasmic EGFP	Dynein transport nuclear GR-EGFP	Dynein transport cell count	P. falciparum M17LAP	P. falciparum M1AAP	Hep lipid drop	Hep lipid drop cells 6.5 µM	Autophagy HCS	Autophagy HCS cell loss 18 h
CCOC(=O)Cc1csc(NC(=S)NC(=O)CC(C)C)n1	0.15	1411	3.0	4.7	5.9	i	-1.3%	0.813	-0.246	-0.0048	-0.668	-7.8%	8.0%	15.4	674	i	-4.9
CCCn1c(N)c(C(=O)CN2CCN(S(=O)(=O)c3cccs3)CC2)c(=O)[nH]c1=O	-0.14	1516	2.5	2.2	8.5	i	0.0%	1.16	-0.136	0.755	-0.539	2.6%	5.1%	·	·	i	-9.0
Cc1ccc(C)c(NC(=O)CSc2nnc(-c3n[nH]c4ccccc34)o2)c1	0.62	1272	4.8	2.5	8.1	i	-1.6%	-0.498	-0.329	-0.593	0.467	9.2%	4.3%	3.7	673	i	-6.3
CCCCc1nc(Cl)c(C#N)c2c1CSC(C)(C)C2	-0.3	1574	1.9	2.6	4.8	i	-0.5%	0.141	-0.198	0.147	-0.532	2.0%	0.1%	-5.2	541	i	-1.1
CC1=C(Sc2ccccn2)C(=O)NC(C)(C)C1	-0.32	713	1.7	1.8	6.1	i	-2.1%	0.746	-0.178	0.0425	0.348	10.1%	0.5%	-1.1	767	i	-2.5
O=P(CCCCCCCCCP(=O)(c1ccccc1)c1ccccc1)(c1ccccc1)c1ccccc1	-0.39	695	4.8	1.9	1.9	i	7.0%	-0.527	-0.135	0.081	-0.232	2.2%	6.6%	-31.4	746	i	0.4
O=C(Nc1cccc(O)c1)c1noc2c1CCCCC2	0.96	1042	0.8	1.1	7.1	i	-7.8%	-0.121	-0.29	-0.23	0.566	13.8%	-0.5%	4.7	781	i	1.4
COc1cc(NC(=O)COC(=O)CSc2ccc3ccccc3c2)c(C)cc1[N+](=O)[O-]	-0.06	1330	2.4	2.9	5.2	i	-1.9%	0.316	0.105	0.303	0.314	15.0%	11.6%	1.9	724	i	-6.5
NC(C(=O)O)C1CC(Cl)=NO1 (centres undefined)	·	·	4.4	2.8	4.4	·	-2.1%	0.15	-0.303	0.262	0.403	-2.6%	-5.7%	-8.3	679	i	19.1
CCCCC(=O)NC(=S)NNC(=O)CCc1ccccc1	0.14	1062	·	·	·	i	·	-0.488	-0.736	-0.0781	0.691	0.3%	-11.8%	2.3	662	·	·
CN1C(=S)SC(/[N+]([O-])=C\c2ccco2)C1(C)C (centres undefined)	0.15	1217	1.4	1.4	7.0	i	-0.9%	-1.25	-0.231	-0.57	0.829	3.1%	13.9%	·	·	i	-0.6
COc1ccc(S(=O)(=O)N2CCC(c3cc(-c4cccc5ccccc45)n[nH]3)CC2)cc1	·	·	5.2	2.9	6.9	i	1.8%	-0.881	-0.202	-0.662	1.34	-2.4%	-0.1%	·	·	i	-8.8
O=C(Nc1nnc(CCS(=O)(=O)c2ccc3ccccc3c2)s1)c1ccc([N+](=O)[O-])cc1	0.02	1268	2.3	4.4	2.5	i	-0.3%	-0.506	0.844	-0.108	0.96	4.1%	2.5%	2.5	607	i	-6.3
N#CCc1nc(-c2cc3ccccc3oc2=O)cs1	-0.22	1064	1.4	2.4	6.3	i	-0.2%	0.13	-0.194	0.0222	-0.0942	-17.6%	10.8%	0.2	670	i	5.7
COc1ccc(OC)c(S(=O)(=O)n2nc(C)cc2C)c1	-0.07	921	1.7	1.8	10.2	i	0.4%	0.00601	-0.204	0.0724	0.707	-0.9%	4.9%	-22.0	761	i	-9.4
Fc1ccc(Oc2nc(-c3ccccn3)nc3ccccc23)cc1	-0.4	1104	·	·	·	i	·	-1.13	-0.0764	-0.474	0.0751	7.7%	1.8%	1.8	685	·	·
O=C(Nc1ccc2c(c1)OCCO2)N1CCN(c2ccccc2)CC1	-0.09	1662	1.8	1.4	7.0	i	-2.2%	-0.525	-0.304	-0.106	0.591	0.6%	0.2%	·	·	i	-4.6
COc1ccc(-n2nnnc2SCC(=O)Nc2cccc(NC(C)=O)c2)cc1OC	0.1	1231	4.8	3.6	8.6	i	4.5%	-1.27	-0.346	-0.946	0.0101	-4.3%	8.5%	·	·	i	12.1
CCCC(=O)Nc1ccc(NC(=O)c2ccco2)c(OC)c1	0.47	2004	2.2	1.7	3.0	i	-2.3%	0.148	-0.17	0.435	-0.856	4.2%	-4.5%	-12.2	612	i	-9.5
COc1ccc(C(=O)CCN2CCc3cc(OC)c(OC)cc3C2)cc1	-0.2	1117	1.3	1.9	5.2	i	-1.0%	-2.99	2.59	-1.95	-1.55	-11.1%	8.3%	0.0	695	i	3.1
Cc1ccc(Nc2nc(N)nc(CN3CCc4ccccc4C3)n2)cc1	0.39	1917	2.9	2.0	11.4	i	-0.1%	3.03	0.00914	1.9	-1.34	-3.8%	6.0%	-26.1	763	i	-4.1
COc1cc(O)c(C(CCN2CCCC2)c2ccc(N(C)C)cc2)c(OC)c1 (centres undefined)	·	·	·	·	·	i	·	-0.117	-0.87	-0.0288	1.32	-4.9%	-0.9%	-2.4	647	·	·
CCOC(=O)c1sc(NC(=O)CC)c(C#N)c1C	-1.96	1300	2.9	4.0	4.9	i	-0.3%	-1.07	-0.198	-0.573	1.09	-11.2%	10.1%	1.3	750	i	-13.5
Cc1[nH]c2ccccc2c1C(=O)CN1CCN(C/C=C/c2ccccc2)CC1	-0.15	809	1.3	1.2	12.5	i	-0.1%	1.25	-0.167	0.916	0.402	13.4%	4.5%	·	·	i	-30.3
COc1cc(O)c(C(CC(=O)N2CCN(c3ccccc3)CC2)c2cc(OC)c(OC)c(OC)c2)c(OC)c1 (centres undefined)	·	·	·	·	·	i	·	0.616	-0.733	0.305	-0.565	-2.3%	2.8%	-21.9	754	·	·
CCC(CC)NC(=O)Nc1ccc(C)cc1	-0.41	971	·	·	·	i	·	-0.814	-0.245	-0.445	1.27	4.2%	4.0%	11.6	691	·	·
Clc1ccc(CNc2nnnn2-c2ccccc2)c(Cl)c1	0.85	1051	2.2	1.5	7.2	i	-0.8%	1.39	0.343	0.735	-1.03	-2.8%	2.7%	5.3	759	i	-2.8
CN1CCN(c2ccc(NC(=O)c3ccc4c(c3)OCCO4)cc2Cl)CC1	-0.83	1392	0.9	1.1	1.1	i	-3.1%	-0.683	-0.313	-0.596	0.842	14.0%	5.3%	15.1	676	i	-9.2
CC1CC(C)(C)CC2(C1)NC(=O)N(CC(=O)NCCc1ccc3c(c1)OCCO3)C2=O (centres undefined)	-0.67	1246	6.0	1.7	22.2	i	-0.8%	-0.0579	-0.37	0.233	0.624	-1.2%	-0.5%	-17.4	621	i	16.6
CN(C(=O)c1ccc2c(c1)OCO2)C1(C(=O)NC2CCCC2)CCCCC1	-0.48	1120	2.1	2.6	6.0	·	-3.8%	-0.933	-0.246	-0.16	1.07	4.9%	16.6%	4.1	735	i	0.1
CCN(CC)P(=O)(C(NC(=O)OC)C(F)(F)C(F)(F)C(F)(F)C(F)F)N(CC)CC (centres undefined)	0.34	1039	5.2	2.2	4.9	i	0.8%	-0.746	-0.213	-0.154	0.912	13.1%	6.1%	·	·	i	8.5
COC(=O)C(/C=N/OCc1ccc([N+](=O)[O-])cc1)NC(=O)c1cccc(Cl)c1 (centres undefined)	-0.33	1016	1.5	1.4	9.8	i	0.5%	1.84	-0.129	1.33	-0.7	9.8%	6.8%	0.8	731	i	-5.0
COc1ccc(-c2noc(CSc3nc(N)c(-c4ccccc4)c(=O)[nH]3)n2)cc1OC	·	·	1.3	1.3	5.8	i	-2.4%	1.5	-0.169	0.587	-0.613	-6.0%	3.4%	-6.8	557	i	-4.9
CC(C)c1ccc(C(C(=O)NC2CCCCC2)N(C(=O)c2ccccn2)c2cccnc2)cc1 (centres undefined)	·	·	2.2	1.7	9.6	i	-3.0%	-1.3	-0.209	-0.865	0.768	3.5%	4.1%	-12.1	634	i	-7.8
O=C1CC(c2ccccc2)CC(O)=C1C=NCc1ccccc1 (centres undefined)	-0.67	1706	2.4	1.9	6.7	i	-0.3%	-1.56	-0.163	-0.77	0.402	-2.9%	8.2%	·	·	i	22.5
O=C(COC(=O)c1cc(Cl)cc(Cl)c1)NCCN1C(=O)CSC1=O	0.72	1130	2.1	3.1	5.1	i	-7.2%	1.39	-0.0895	0.718	-1.7	-2.0%	1.3%	8.1	621	i	-0.9
COc1ccc(-c2nc(-c3cccc(C(F)(F)F)c3)no2)cc1OC	-0.33	987	3.2	4.2	7.0	i	-0.5%	1.59	-0.202	0.931	-0.78	-5.7%	-6.1%	·	·	i	16.4
